Source: PubChem BioAssay
Runt-CBFb FRET = Runt domain-CBFb interaction inhibition | 0.46% of 220,000 active | inhibition, % at 20 µM | Cerulean-Runt/Venus-CBFb FRET ratio 530/480, 1 h | Q01196+Q13951;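 active = inhibition over about 50% at 20 µM in the single-dose screen, limit read from the data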;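 note: 0% = DMSO wells and 100% = excess unlabeled CBFb competitor control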
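Doses: 20 µM compound in 1% DMSO | Material: Cerulean-labeled Runt domain protein | Amount: Each fluorescent fusion protein 100 nM | Schedule: Two 1 h room-temperature incubations shielded from light | Measured by: FRET fluorescence | Evaluation: Loss of energy transfer signal | Controls: Unlabeled CBFb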
NPY-Y2 PAM-ag = potentiators or agonists of human neuropeptide Y receptor Y2 | P49146 | cells expressing NPY-Y2, potentiator/agonist read-out | activation, % at 3.6 µM | 0.45% of 220,000 active; in the data active = activation above about 27%;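 note: cells stimulated with NPY near EC25 plus isoproterenol at EC100; 0% = vehicle plus submaximal agonist and 100% = vehicle plus saturating agonist; some results beyond the cut were filed as inactive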
RBBP9 inh = inhibitors of human serine hydrolase RBBP9. recombinant RBBP9, FP-Rh probe fluorescence polarization. inhibition, % at 7.94 µM. 0.2% of 220,000 active. AID 1515;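 active = inhibition above the campaign mean of all tested compounds plus 3 SD, cut at about 14% in these data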;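 note: plate controls were DMSO wells with RBBP9 for no effect and wells lacking RBBP9 protein for full effect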
Target sequence (O75884 whole entry, looked up): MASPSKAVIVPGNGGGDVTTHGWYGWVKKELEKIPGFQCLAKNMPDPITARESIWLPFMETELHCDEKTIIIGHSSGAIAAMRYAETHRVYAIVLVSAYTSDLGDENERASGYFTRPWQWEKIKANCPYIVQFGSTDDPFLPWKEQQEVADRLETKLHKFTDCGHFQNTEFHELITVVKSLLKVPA
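Measured by – fluorescence polarization · Test system – RBBP9 protein · Input – 2.5 µM RBBP9 dispensing solution, before mixing · Measure – percent inhibition from mP, scaled between DMSO and no-protein wells · Benchmarks – DMSO-treated enzyme wells and wells lacking RBBP9 · Times – preincubation 30 min plus labeling 45 min at 25 °C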
NPY1 pot ag = potentiates or activates human NPY-Y1 receptor. 0.37% of 220,000 active. activation, % at 3.6 µM. NPY-Y1 expressing cells, potentiator/agonist activation. AID 1304; in the data active = activation above about 33%, passing the limit was not always enough;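 note: cells stimulated with NPY at EC10 then isoproterenol at EC100; 0% = low agonist plus stimulus and 100% = saturating agonist plus stimulus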
Target sequence (P25929 whole entry, looked up): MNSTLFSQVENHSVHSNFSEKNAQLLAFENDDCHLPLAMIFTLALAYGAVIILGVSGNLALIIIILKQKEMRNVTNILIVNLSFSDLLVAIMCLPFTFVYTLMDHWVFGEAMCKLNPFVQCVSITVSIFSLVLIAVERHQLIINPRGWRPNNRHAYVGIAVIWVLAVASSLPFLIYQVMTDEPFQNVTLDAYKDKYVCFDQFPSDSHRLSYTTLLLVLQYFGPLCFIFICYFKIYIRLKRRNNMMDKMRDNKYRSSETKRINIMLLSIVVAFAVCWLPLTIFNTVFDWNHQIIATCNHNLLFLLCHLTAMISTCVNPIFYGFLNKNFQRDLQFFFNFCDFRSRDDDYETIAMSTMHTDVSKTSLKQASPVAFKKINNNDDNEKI
S1P4 antag = blocks the human S1P4 receptor; S1P4-expressing cells, antagonist mode, reporter read-out; inhibition, % at 4.98 µM; 0.26% of 220,000 active; AID 1510; in the data active = inhibition above about 29%;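 note: 0% = wells stimulated with agonist and 100% = vehicle wells without agonist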
Target sequence (O95977 whole entry, looked up): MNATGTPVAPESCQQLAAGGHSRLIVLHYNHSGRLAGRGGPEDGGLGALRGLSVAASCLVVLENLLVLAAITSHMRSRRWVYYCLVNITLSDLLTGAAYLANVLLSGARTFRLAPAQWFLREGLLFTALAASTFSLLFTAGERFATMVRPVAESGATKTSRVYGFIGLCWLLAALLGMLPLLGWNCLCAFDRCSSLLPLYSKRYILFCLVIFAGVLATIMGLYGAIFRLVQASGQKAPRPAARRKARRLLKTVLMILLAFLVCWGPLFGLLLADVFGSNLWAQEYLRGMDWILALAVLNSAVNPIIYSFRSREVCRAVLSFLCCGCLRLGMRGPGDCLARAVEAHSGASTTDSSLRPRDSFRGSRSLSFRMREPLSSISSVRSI
BaF3 tox = parental Ba/F3 viability inhibition as JAK2V617F counter-screen; 1.1% of 220,000 active; CellTiter-Glo ATP luminescence; inhibition, % at 5.6 µM; AID 1486;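 active = inhibition above a per-campaign cutoff, the mean inhibition of all tested compounds plus 3 SD, cut at about 27% in these data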;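 note: 0% = DMSO wells and 100% = JAK Inhibitor I control wells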
Ba/F3 V617F tox = loss of viability in JAK2V617F-driven Ba/F3 cells | Ba/F3 EpoR-JAK2V617F viability, ATP luminescence | inhibition, % at 5.6 µM | 1.1% of 220,000 active | AID 1446;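 active = inhibition above the campaign mean plus 3 SD over all tested compounds, cut at about 24% in these data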;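 note: cytokine-independent growth of Ba/F3 cells driven by EpoR plus mutant JAK2; 0% = DMSO-treated cells and 100% = JAK inhibitor I control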
S1P4 agonist = activates the human S1P4 receptor; AID 1509; S1P4-expressing cell line, agonist reporter assay; 0.35% of 220,000 active; activation, % at 4.98 µM; in the data active = activation above about 11%;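 note: 0% = DMSO vehicle and 100% = reference agonist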
NPY-Y1 antag = NPY-Y1 (human) receptor antagonism; P25929; HEK293-CNG Y1 cells, membrane potential fluorescence; NPY at EC95, then isoproterenol; inhibition, % at 3.6 µM; 1% of 200,000 active; AID 1040;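 active = inhibition above the campaign mean inhibition of all tested compounds plus 3 SD, cut at about 20% in these data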;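 note: 0% = DMSO wells given NPY plus isoproterenol and 100% = isoproterenol alone without NPY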
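Material: HEK293 cells co-expressing NPY Y1 receptor and cyclic-nucleotide gated channel. Timing: compound incubation 1 h at room temperature, readout 45 min post-stimulation. Signal: fluorescence, membrane potential probe.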
Starred values were filed as active, the others as inactive; & = joins results of further samples.

For Cc1cc(Cl)c(S(=O)(=O)Nc2ccccn2)cc1OCC(N)=O the results were Runt-CBFb FRET 1, NPY-Y2 PAM-ag 0, RBBP9 inh 3, NPY1 pot ag -8, S1P4 antag -2, BaF3 tox 2, Ba/F3 V617F tox 1, S1P4 agonist 0.3 and NPY-Y1 antag 2.
`CCC(CC)NC(=O)COC(=O)CCC(=O)c1ccc(Cl)cc1` gave Runt-CBFb FRET -2, NPY-Y2 PAM-ag -15, RBBP9 inh -4, NPY1 pot ag -11, S1P4 antag -8, BaF3 tox 1, Ba/F3 V617F tox 3, S1P4 agonist 1.1 and NPY-Y1 antag 9.
For COc1ccc(/C=N/Nc2nc(N3CCCC3)nc(N3CCCC3)n2)cc1O the results were NPY-Y2 PAM-ag 12, RBBP9 inh -2, NPY1 pot ag 22, S1P4 antag -5, BaF3 tox 1, Ba/F3 V617F tox -1, S1P4 agonist -0.7 and NPY-Y1 antag 6.
`COc1ccc(NC(=O)CC2C(=O)N(C)C(=S)N2Cc2cccs2)cc1` (configuration not stated) gave Runt-CBFb FRET -1, NPY-Y2 PAM-ag 14, RBBP9 inh 0, NPY1 pot ag 3, S1P4 antag 0, BaF3 tox 7, Ba/F3 V617F tox -2, S1P4 agonist 1.1 and NPY-Y1 antag -2.
COCCN(C(=O)CC(C)(C)C)c1nnc(-c2cccnc2)s1 was read as Runt-CBFb FRET -2, NPY-Y2 PAM-ag 1, RBBP9 inh 2, NPY1 pot ag -6, S1P4 antag -26, BaF3 tox 2, Ba/F3 V617F tox -4, S1P4 agonist 2.9 and NPY-Y1 antag 0.
`COc1ccc2c(C=Nc3c(C)n(C)n(-c4ccccc4)c3=O)c(O)n(Cc3ccco3)c(=O)c2c1` gave Runt-CBFb FRET -10&-68, NPY-Y2 PAM-ag 3&1, RBBP9 inh 1&-12, NPY1 pot ag 6&34, S1P4 antag 4&-20, BaF3 tox -2&7, Ba/F3 V617F tox 0&2, S1P4 agonist -1.6&3.5 and NPY-Y1 antag -4&2.
Screening Cn1c(SCC(=O)NNC(=O)c2ccc(Cl)cc2)nnc1-c1cccnc1 returned Runt-CBFb FRET -2, NPY-Y2 PAM-ag 4, RBBP9 inh -8, NPY1 pot ag 4, S1P4 antag -8, BaF3 tox -1, Ba/F3 V617F tox -4, S1P4 agonist 0.8 and NPY-Y1 antag 0.
O=C1NC2(CCCC2)C(=O)N1CCS(=O)(=O)Oc1ccccc1 was read as Runt-CBFb FRET -1, NPY-Y2 PAM-ag -12, RBBP9 inh 2, NPY1 pot ag -6, S1P4 antag -18, BaF3 tox 5, Ba/F3 V617F tox 0, S1P4 agonist 1.4 and NPY-Y1 antag 7.
Screening COc1ccc(-c2cc(C(F)(F)F)nc(N3CCN(C)CC3)n2)cc1 returned Runt-CBFb FRET -4, NPY-Y2 PAM-ag -47, RBBP9 inh -2, NPY1 pot ag -46, S1P4 antag 10, BaF3 tox 9, Ba/F3 V617F tox 7, S1P4 agonist -5.3 and NPY-Y1 antag 25*.
Screening O=C(c1c(Cl)cccc1Cl)N1CCN(c2cccc3[nH]ccc23)CC1 returned Runt-CBFb FRET 11, NPY-Y2 PAM-ag 6, RBBP9 inh -7, NPY1 pot ag 13, S1P4 antag -2, BaF3 tox -1, Ba/F3 V617F tox -2 and S1P4 agonist 0.9.
For Cc1ccc2nc(-c3ccccc3)cc(C(=O)O)c2c1 the results were Runt-CBFb FRET -2, NPY-Y2 PAM-ag 16, RBBP9 inh -6, NPY1 pot ag 7, S1P4 antag 13, BaF3 tox -1, Ba/F3 V617F tox 0, S1P4 agonist 0.4 and NPY-Y1 antag 2.
C=C1SC(=Nc2ccccc2Cl)N(C(=O)c2sc3ccccc3c2Cl)C1(C)C was read as Runt-CBFb FRET 2, NPY-Y2 PAM-ag -24, RBBP9 inh -5, NPY1 pot ag -4, S1P4 antag -11, BaF3 tox -2, Ba/F3 V617F tox 2 and S1P4 agonist -0.5.
For CCOC(=O)c1sc(NC(=O)c2ccc(S(=O)(=O)N(CC)CC)cc2)nc1C the results were Runt-CBFb FRET 1, NPY-Y2 PAM-ag 5, RBBP9 inh -4, NPY1 pot ag -1, S1P4 antag 0, BaF3 tox 5, Ba/F3 V617F tox -2, S1P4 agonist 0.3 and NPY-Y1 antag 1.
Screening COc1ccc(-c2nnc(SCC(=O)c3[nH]c(C)c(C(C)=O)c3C)o2)cc1 returned Runt-CBFb FRET 1, NPY-Y2 PAM-ag -2, RBBP9 inh -7, NPY1 pot ag -9, S1P4 antag -3, BaF3 tox 5, Ba/F3 V617F tox 4, S1P4 agonist -0.4 and NPY-Y1 antag 5.
Screening CCOc1ccccc1NC(=O)CC(O)(C(F)(F)F)C(F)(F)F returned Runt-CBFb FRET -4, NPY-Y2 PAM-ag 2, RBBP9 inh -5, NPY1 pot ag -24, S1P4 antag -10, BaF3 tox 2, Ba/F3 V617F tox 1, S1P4 agonist 2.0 and NPY-Y1 antag -2.

Taken from above for reference:
Screening COc1ccc(-c2nnc(SCC(=O)c3[nH]c(C)c(C(C)=O)c3C)o2)cc1 returned Runt-CBFb FRET 1, NPY-Y2 PAM-ag -2, RBBP9 inh -7, NPY1 pot ag -9, S1P4 antag -3, BaF3 tox 5, Ba/F3 V617F tox 4, S1P4 agonist -0.4 and NPY-Y1 antag 5.
Screening CCOc1ccccc1NC(=O)CC(O)(C(F)(F)F)C(F)(F)F returned Runt-CBFb FRET -4, NPY-Y2 PAM-ag 2, RBBP9 inh -5, NPY1 pot ag -24, S1P4 antag -10, BaF3 tox 2, Ba/F3 V617F tox 1, S1P4 agonist 2.0 and NPY-Y1 antag -2.

More results follow:
Screening CCc1cc(-c2n[nH]c(CCC(=O)O)c2-c2nc3ccccc3n2C)c(O)cc1O returned NPY-Y2 PAM-ag 10, RBBP9 inh -6, NPY1 pot ag -24, S1P4 antag 9, BaF3 tox 6, Ba/F3 V617F tox -1, S1P4 agonist -1.6 and NPY-Y1 antag 1.
COc1cc(C(=O)Nc2cccc(-c3nc4ccccc4o3)c2C)cc(OC)c1OC was read as Runt-CBFb FRET -2, NPY-Y2 PAM-ag 4, RBBP9 inh 5, NPY1 pot ag -7, S1P4 antag -12, BaF3 tox 3, Ba/F3 V617F tox 0, S1P4 agonist 1.1 and NPY-Y1 antag -3.
`Cc1cc(OCCCC(=O)NC2=NCCS2)ccc1Cl` gave Runt-CBFb FRET 0, NPY-Y2 PAM-ag -4, RBBP9 inh 13, NPY1 pot ag 20, S1P4 antag 5, BaF3 tox 3, Ba/F3 V617F tox 4, S1P4 agonist -0.8 and NPY-Y1 antag -1.
O=C(CCCOc1ccccc1)Nc1cccnc1 was read as Runt-CBFb FRET 0, NPY-Y2 PAM-ag -5, RBBP9 inh -10, NPY1 pot ag -2, S1P4 antag -11, BaF3 tox 4, Ba/F3 V617F tox 0, S1P4 agonist 1.9 and NPY-Y1 antag -1.
`O=C(COc1cccc2ccccc12)N/N=C/c1ccc(Sc2nc3ccccc3s2)o1` gave Runt-CBFb FRET -1, NPY-Y2 PAM-ag -16, RBBP9 inh -8, NPY1 pot ag -3, S1P4 antag -1, BaF3 tox 4, Ba/F3 V617F tox 0, S1P4 agonist -1.2 and NPY-Y1 antag -1.
For CCCN1C=CC(=CC=C(C#N)C#N)C=C1 the results were Runt-CBFb FRET -14, NPY-Y2 PAM-ag 0, RBBP9 inh -9, NPY1 pot ag -4, S1P4 antag 6, BaF3 tox -1, Ba/F3 V617F tox 3 and S1P4 agonist -1.6.
For NS(=O)(=O)c1ccc(NC(=O)CCCC(=O)O)cc1 the results were Runt-CBFb FRET -1, NPY-Y2 PAM-ag 6, RBBP9 inh -7, NPY1 pot ag -21, S1P4 antag -1, BaF3 tox 4, Ba/F3 V617F tox 2, S1P4 agonist -0.5 and NPY-Y1 antag -1.
`COC(=O)CNC(=O)C1CCCN1C(=O)OC(C)(C)C` (configuration not stated) gave Runt-CBFb FRET 1, NPY-Y2 PAM-ag -4, RBBP9 inh -2, NPY1 pot ag 13, S1P4 antag 0, BaF3 tox 2, Ba/F3 V617F tox -4, S1P4 agonist -1.9 and NPY-Y1 antag 6.
For COc1cc(NC(=O)CN2CCN(c3ccccc3F)CC2)cc(OC)c1 the results were Runt-CBFb FRET 0, NPY-Y2 PAM-ag 2, RBBP9 inh -5, NPY1 pot ag -10, S1P4 antag -14, BaF3 tox 0, Ba/F3 V617F tox -4, S1P4 agonist -0.7 and NPY-Y1 antag 0.
For CCOc1cc(C2C(C(=O)N3CCCCC3)=C(C)NC3=C2C(=O)CC(C)(C)C3)ccc1O (configuration not stated) the results were Runt-CBFb FRET -1, NPY-Y2 PAM-ag -2, RBBP9 inh -1, NPY1 pot ag -5, S1P4 antag 14, BaF3 tox -3, Ba/F3 V617F tox -3, S1P4 agonist -0.7 and NPY-Y1 antag -7.
Screening CC(=O)c1cccc(NC(=S)N2CCC(Cc3ccccc3)CC2)c1 returned Runt-CBFb FRET -3, NPY-Y2 PAM-ag 5, RBBP9 inh -8, NPY1 pot ag 7, S1P4 antag 7, BaF3 tox 17, Ba/F3 V617F tox 4, S1P4 agonist -0.1 and NPY-Y1 antag 0.
`CC(C)OC(=O)CCc1nc2ccccc2[nH]c1=O` gave Runt-CBFb FRET -1, NPY-Y2 PAM-ag -6, RBBP9 inh -6, NPY1 pot ag -38, S1P4 antag -13, BaF3 tox 0, Ba/F3 V617F tox 0, S1P4 agonist -0.1 and NPY-Y1 antag -10.
Screening CCOC(=O)N1CCN(C(=O)c2cc3c(s2)-c2ccccc2OC3)CC1 returned Runt-CBFb FRET 0, NPY-Y2 PAM-ag -14, RBBP9 inh 2, NPY1 pot ag -40, S1P4 antag 4, BaF3 tox 3, Ba/F3 V617F tox 2, S1P4 agonist -2.3 and NPY-Y1 antag 7.
`Cn1c(=O)c2c(ncn2CC(=O)N/N=C/C=C/c2ccco2)n(C)c1=O` gave Runt-CBFb FRET 7, NPY-Y2 PAM-ag -1, RBBP9 inh 3, NPY1 pot ag 0, S1P4 antag 7, BaF3 tox -1, Ba/F3 V617F tox -2 and S1P4 agonist 1.1.
For Cc1cc(C)c2sc(N(CCN(C)C)C(=O)c3c(F)cccc3F)nc2c1 the results were Runt-CBFb FRET -2, NPY-Y2 PAM-ag -4, RBBP9 inh -3, NPY1 pot ag -7, S1P4 antag -8, BaF3 tox 7, Ba/F3 V617F tox 0, S1P4 agonist -0.8 and NPY-Y1 antag -6.
For Cc1ccc(NC(=O)c2ccc3c(c2)OCCO3)cc1S(=O)(=O)Nc1cccc(Cl)c1 the results were Runt-CBFb FRET 0, NPY-Y2 PAM-ag 1, RBBP9 inh -49, NPY1 pot ag -2, S1P4 antag -5, BaF3 tox 11, Ba/F3 V617F tox 7, S1P4 agonist -1.0 and NPY-Y1 antag 0.
CN(C)S(=O)(=O)c1cc(NC(=O)CN2CCOCC2)ccc1Cl was read as Runt-CBFb FRET -2, NPY-Y2 PAM-ag 1, RBBP9 inh -8, NPY1 pot ag 15, S1P4 antag -30, BaF3 tox 5, Ba/F3 V617F tox -1, S1P4 agonist 0.2 and NPY-Y1 antag 7.
